Screens as filed in PubChem.
ALOX12 inh – Primary qHTS assay for inhibitors of human arachidonate 12S-lipoxygenase (ALOX12): Round 2. purified 12hLO, xylenol orange hydroperoxide absorbance. Potency, µM (top dose mostly 108 µM), for the others: at the top dose activity change, negative = inhibition, hits mostly inhibitors. AID 1671190, 2021. 1.1% of 580,000 active. Polyunsaturated fatty acid lipoxygenase ALOX12 (Homo sapiens), P18054; active = well fitted inhibition curve with a large enough effect; inconclusive = small, poorly fitted or top-dose-only effect, or another doubt; inactive = no such curve, though single readings can be large or run the other way
Target sequence (P18054 whole entry, looked up): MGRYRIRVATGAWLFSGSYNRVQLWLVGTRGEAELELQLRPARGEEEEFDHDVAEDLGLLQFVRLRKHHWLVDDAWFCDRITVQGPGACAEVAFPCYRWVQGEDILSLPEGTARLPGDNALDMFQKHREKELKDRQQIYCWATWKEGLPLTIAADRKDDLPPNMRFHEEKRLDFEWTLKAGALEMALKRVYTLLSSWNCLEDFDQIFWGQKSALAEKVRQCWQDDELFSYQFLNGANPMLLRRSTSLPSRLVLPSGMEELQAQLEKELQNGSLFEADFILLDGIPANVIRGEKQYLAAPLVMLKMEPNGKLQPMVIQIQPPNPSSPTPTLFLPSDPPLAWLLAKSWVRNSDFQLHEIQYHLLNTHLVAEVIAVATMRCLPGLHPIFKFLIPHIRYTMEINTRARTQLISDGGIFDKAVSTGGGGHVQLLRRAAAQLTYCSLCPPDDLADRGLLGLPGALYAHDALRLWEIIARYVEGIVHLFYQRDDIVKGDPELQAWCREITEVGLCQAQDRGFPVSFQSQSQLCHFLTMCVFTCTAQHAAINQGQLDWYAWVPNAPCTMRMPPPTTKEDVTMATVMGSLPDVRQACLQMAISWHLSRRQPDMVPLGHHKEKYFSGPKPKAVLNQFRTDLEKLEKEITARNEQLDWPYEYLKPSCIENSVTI
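Hydroperoxide product was detected by ferrous iron/xylenol orange as the 573 to 405 nm absorbance ratio. Arachidonic acid at 40 uM (final) was turned over for 30 min at room temperature by 150 nM human 12hLO, pH 7.0 Hepes buffer, after 15 min compound preincubation.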
Numbers without * were called inactive; & = joins results of further samples; [ ] = another dose, or the depositor's remark. % is scaled to controls: 0 for no effect and ±100 for the full control effect; potency is read from the fitted curve at half-maximal effect. An excerpt; count on the stated rates, not on these rows.

Screening COc1ccc2c(CNc3ccccc3)cc(=O)oc2c1 returned ALOX12 inh inconclusive.
Screening Cc1c(CN2CC(Oc3ccccc3C(=O)NCc3ccccc3)C2)cnn1C returned ALOX12 inh -1.7%.
`Cc1ncccc1C(=O)N1C[C@@H](COc2ccccc2)[C@H](C(N)=O)C1` gave ALOX12 inh 6.9%.
`Cc1[nH]c2c(c1C(=O)N1CCCC(CCc3ccc(F)cc3)C1)C(=O)CCC2` (stereo not drawn) gave ALOX12 inh 60.6%[activator].
`COc1ccccc1OCC(=O)Nc1ccc2oc(C)nc2c1` gave ALOX12 inh 15.4%.
Screening CS(=O)(=O)N1CC2(CCCN(CC3CC3)C2)Cc2ccccc21 (stereo not drawn) returned ALOX12 inh 3.6%[6.33 µM].
For Cc1ccc(-c2cc3c(=O)n(CCNC(=O)c4ccc5c(c4)OCO5)ccn3n2)cc1C the results were ALOX12 inh inconclusive.
For CCCNc1cc(N2CCC(CCC(=O)Nc3ccc4c(c3)OCCO4)CC2)ncn1 the results were ALOX12 inh 35.4%[activator].
For Cc1occc1-c1nnc(SC(C(=O)N2CCCC2)c2ccccc2)n1-c1ccccc1 (stereo not drawn) the results were ALOX12 inh inconclusive.
`O=C(COc1ncnc2ccc(Br)cc12)Nc1ccccc1` gave ALOX12 inh -8.8%.
Cc1ccccc1Oc1ncccc1CNC(=O)CCc1c(C)nn(C)c1C was read as ALOX12 inh -7.5%.
For COc1cccc(N2C(=O)NC(=NC3CCCC3)C23CCCN([S+](=O)([O-])c2cccc(OC)c2)C3)c1 (stereo not drawn) the results were ALOX12 inh 6.5%[6.33 µM].
For Cc1ccc(NC(NC(=O)c2ccc(Br)cc2)C(Cl)(Cl)Cl)cc1 (stereo not drawn) the results were ALOX12 inh inconclusive.
CCS(=O)(=O)N(C1CC1)C1CCOC2(CCN(C(=O)c3ccccc3)CC2)C1 (stereo not drawn) was read as ALOX12 inh 29.5%.
Screening CCOc1ccccc1OCc1nn2c(C3COc4ccccc4O3)nnc2s1 (stereo not drawn) returned ALOX12 inh 7.08µM*.
For CC(C)CNC(=O)c1coc(COc2ccc3c(c2)C(c2ccccc2)N(C(=O)C(C)C)CC3)n1 (stereo not drawn) the results were ALOX12 inh -1.3%.
COc1cc(OC)cc(C(=O)NCC2CCN(C(=O)C(=O)c3cccs3)CC2)c1 was read as ALOX12 inh 0.9%.
Screening COc1cc2cc(C(=O)N[C@@H](C)C(=O)Nc3ccc4c(c3)OCO4)n(C)c2c(OC)c1OC returned ALOX12 inh -1.5%.
`Cc1nnc(-c2cc(-c3cnn(C)c3)ccn2)n1Cc1ccccc1` gave ALOX12 inh 45.6%[activator][176 µM].
Screening COc1ccc(C(=O)NC[C@H]2O[C@H](Cc3cc(COc4ccccc4)on3)CC[C@@H]2O)cc1 returned ALOX12 inh 25.5%.
`O=C(COc1ccc(Br)cc1)N1CCC(c2nc3ccccc3o2)CC1` gave ALOX12 inh -24.6%.
`CC(=O)c1ccc(NC(=O)c2ccccc2-c2ccccc2)cc1` gave ALOX12 inh -5.4%.
CCC(C)c1ccccc1NC(=O)c1cc(C)nc2ccccc12 (stereo not drawn) was read as ALOX12 inh 1.4%.
For Cc1ccc(-c2cc(C(=O)O)c3cccc(C)c3n2)s1 the results were ALOX12 inh 11.2µM*.
`Cc1ccc(Cl)cc1NC(=O)N1CCCC(Cn2cnc3cccnc32)C1` (stereo not drawn) gave ALOX12 inh 27.5%.
`COc1ccc(CN2CC3(Cc4ccccc4C(=O)N3)C2)cc1` gave ALOX12 inh -2.6%[6.33 µM].
For CC(C)c1ccc2c(c1)C1(CC(=O)Nc3c1sc(C(=O)O)c3-c1ccccc1)C(=O)N2C (stereo not drawn) the results were ALOX12 inh inconclusive.
`CC(C)CCN1C(=O)c2ccc(-c3nc4ccccc4o3)cc2C1=O` gave ALOX12 inh -44.9%.
COCCn1ccc2ccc(C(=O)NC3CCCc4c3[nH]c3ccccc43)cc21 (stereo not drawn) was read as ALOX12 inh 39.8µM*.
Screening N#Cc1ccc(Oc2cccc(-c3cnc4ccccc4n3)c2)cc1C#N returned ALOX12 inh 52.2%[activator].
Cc1cnc(C(=O)NCC(c2ccccc2)c2c[nH]c3ccccc23)cn1 (stereo not drawn) was read as ALOX12 inh -14.6%.
COc1ccc(C(=O)N2CCC(C(NC(=O)c3ccccc3Cl)C(=O)N3CCCCC3)CC2)cc1 (stereo not drawn) was read as ALOX12 inh 28.4%.
For C[C@@H](NCC1CC1)c1onc(-c2ccc(Cl)cc2)c1C(=O)O the results were ALOX12 inh -7.7%[176 µM].
`Cc1ccc(S(=O)(=O)Nc2ccc(C)n(CC(=O)N3CCOCC3)c2=O)cc1` gave ALOX12 inh 16.5%.
Cc1ncc(-c2ccc(S(=O)(=O)Nc3ccc(Br)cc3F)cc2)o1 was read as ALOX12 inh inconclusive.
`COc1ccccc1-c1noc(CSc2nc3ccccc3o2)n1` gave ALOX12 inh -2.0%.
`COc1ccccc1CC(=O)N1CCC(n2cc(-c3nc(-c4ccccc4)no3)nn2)CC1` gave ALOX12 inh 10.6%.
`COc1ccc2c(c1)cc(C(=O)NCc1ccc(C)cc1)n2C` gave ALOX12 inh 3.3%.
For CCOC(=O)c1sc(NC(C)CC)nc1C(F)(F)F (stereo not drawn) the results were ALOX12 inh 31.9%.
`O=C1N(Cc2ccc(F)cc2)C[C@H]2CN(Cc3ccncc3F)CCN12` gave ALOX12 inh inconclusive.

Overlap with the part before: 6 compounds, then new ones.
Cc1ncc(-c2ccc(S(=O)(=O)Nc3ccc(Br)cc3F)cc2)o1 was read as ALOX12 inh inconclusive.
`COc1ccccc1-c1noc(CSc2nc3ccccc3o2)n1` gave ALOX12 inh -2.0%.
`COc1ccccc1CC(=O)N1CCC(n2cc(-c3nc(-c4ccccc4)no3)nn2)CC1` gave ALOX12 inh 10.6%.
`COc1ccc2c(c1)cc(C(=O)NCc1ccc(C)cc1)n2C` gave ALOX12 inh 3.3%.
For CCOC(=O)c1sc(NC(C)CC)nc1C(F)(F)F (stereo not drawn) the results were ALOX12 inh 31.9%.
`O=C1N(Cc2ccc(F)cc2)C[C@H]2CN(Cc3ccncc3F)CCN12` gave ALOX12 inh inconclusive.
CC(C)(C)NC(=O)c1ccc(NC(=O)C2CCCC2)cc1 was read as ALOX12 inh 8.9%.
C=CCOc1ccc2c(=O)c(Oc3cccc(C)c3)c(C(F)(F)F)oc2c1 was read as ALOX12 inh -1.8%.
For O=C(O)[C@@H]1CN(C(=O)N2CCOCC2)C[C@H]1c1ccccn1 the results were ALOX12 inh 23.5%.
`CCN1CCN(C(=O)c2cc3n(n2)CC(c2ccc(Br)cc2)OC3)CC1` (stereo not drawn) gave ALOX12 inh -3.0%.
Screening COc1ccc(CNC(=O)c2cc3c(N4CCSCC4)nc(C)cn3n2)cc1 returned ALOX12 inh 1.3%.
Cn1cc(C(=O)N(CCN2CCOCC2)C2CCCC2)c2ccccc21 was read as ALOX12 inh -2.1%.
O=C(NC[C@H]1OC[C@@H](NCc2ccccc2O)[C@@H]1O)c1ccc(F)cc1 was read as ALOX12 inh 3.1%[176 µM].
COc1ccc(C(=O)NC2CCCN(CCc3ccccc3)C2)c(OC)n1 (stereo not drawn) was read as ALOX12 inh -1.8%.
Cc1ncoc1C(=O)N1CCc2nnc([C@@H]3C[C@@H](O)CN3C(C)C)n2CC1 was read as ALOX12 inh 99.4%[activator].
`COc1cccc(OC)c1C(=O)N1C(C(=O)NCC(C)C)COC12CCCC(C)C2` (stereo not drawn) gave ALOX12 inh 11.5%.
`Cc1cc(-c2ccnc(-n3ncc(C(=O)N4CCCCC4c4cccnc4)c3C3CC3)n2)c(C)s1` (stereo not drawn) gave ALOX12 inh -7.8%.
Screening O=C(CN1CCCCC1)Nc1c(-c2ccccc2)c2cc(Br)ccc2[nH]c1=O returned ALOX12 inh -6.9%.
For CC(C)N1C(=O)C2(CCCC2)C1C(=O)NCCN1CCCCC1 (stereo not drawn) the results were ALOX12 inh 32.1%.
CC(=O)N1CCC(NC[C@H]2COCc3nc4ccc(C)cc4n32)CC1 was read as ALOX12 inh 39.9%[activator][176 µM].
Cc1cccc(-n2nc(-c3c(C)nc4scc(CC(=O)NCCc5ccccc5)n4c3=O)cc2C)c1 was read as ALOX12 inh 2.4%.
For Cc1ccccc1-c1nnc(SCC(=O)Nc2nncs2)n1C the results were ALOX12 inh 13.2%.
`COc1ccc(Cn2c(C3CCN(C(=O)c4cccc(F)c4)CC3)n[nH]c2=O)cc1` gave ALOX12 inh inconclusive.
CCOc1ccc(NC(=O)Cn2nc3c(cc2=O)CN(C(C)=O)CC3)cc1 was read as ALOX12 inh 25.8%.
For CCc1c(-c2ccc(F)cc2)ncn1CCc1ccccc1OC the results were ALOX12 inh -38.6%.
`CCN1C(=O)Cc2cc(C(=O)NCc3c(C)cc(C)cc3C)ccc21` gave ALOX12 inh 3.9%.
Screening CCc1nc2c(c(-c3ccc(Cl)cc3)n1)CN(CCC(C)C)CC2 returned ALOX12 inh 20.6%.
Screening CC1CCC2(CC1)NC(=O)N(CC(=O)NCCc1cccs1)C2=O (stereo not drawn) returned ALOX12 inh 27.0%.
For CC1=CCC(/C=N/NC(N)=S)CC1 (stereo not drawn) the results were ALOX12 inh inconclusive.
For Cc1noc(C)c1C(=O)N(C)C1CCc2nnc(C)n2CC1 (stereo not drawn) the results were ALOX12 inh 23.6%.
For CN(CC(=O)Nc1ccccc1Br)C(=O)CCc1ncc(-c2ccc(F)cc2F)o1 the results were ALOX12 inh inconclusive.
`Cc1ccc(S(=O)(=O)N2CCC(C(=O)N3CCC(CCc4ccccc4)CC3)CC2)c(C)c1` gave ALOX12 inh inconclusive.
Screening Cc1cc(=O)oc2cc(NC(=O)Cc3ccccc3F)ccc12 returned ALOX12 inh 39.8µM*.
Cc1cc(C(=O)N2CCN(CC(=O)NC3CC3)CC2)c2ccccc2n1 was read as ALOX12 inh 27.7%.
For CCN(CC)C(=O)c1cccnc1-c1nc2ccccc2s1 the results were ALOX12 inh inconclusive.
Screening COc1ccc(CN2CCC3(CC2)CN[S+](=O)([O-])c2ccccc2N3)cc1 returned ALOX12 inh -10.0%.
Clc1ccc(N2CCN(c3ncnc4nc[nH]c34)CC2)cc1Cl was read as ALOX12 inh -25.7%.
`COc1ccc(N2CC(C(=O)N3CCC(C(=O)NCc4ccc5c(c4)OCO5)C3)NC2=O)cc1` (stereo not drawn) gave ALOX12 inh -1.0%&1.4%.
`CCOc1cc(=O)n2c(c1C(=O)Nc1cccc(Cl)c1F)CCCC2` gave ALOX12 inh 5.6%.
For NC(=O)C1(C(=O)N2CCC3(CCCN(CCCc4ccccc4)C3=O)C2)CC1 (stereo not drawn) the results were ALOX12 inh inconclusive.
`O=C(Nc1ccccc1)Nc1cc(S(=O)(=O)N2CCOCC2)ccc1NCC1CCCO1` (stereo not drawn) gave ALOX12 inh 23.8%.
Cc1cc(CNC(=O)NCc2coc(-c3cccs3)n2)ccc1F was read as ALOX12 inh -11.3%.
O=C(O)C1(n2cnc3ccccc32)CCN(c2nc3ccccc3s2)CC1 was read as ALOX12 inh 14.0%.
Screening CCCCOc1cc(/C=C/C(=O)c2ccc3c(c2)OCCO3)ccc1OC returned ALOX12 inh inconclusive.
Screening CN(C)C(=O)CCc1ccc(F)cc1 returned ALOX12 inh -1.1%.
CNC(=S)NNC(=O)c1ccc(NNC(=S)NC)cc1 was read as ALOX12 inh inconclusive.

Quoted at random: 4 records from the list
For Cc1ccccc1-c1nnc(SCC(=O)Nc2nncs2)n1C the results were ALOX12 inh 13.2%.
`Cc1cc(-c2ccnc(-n3ncc(C(=O)N4CCCCC4c4cccnc4)c3C3CC3)n2)c(C)s1` (stereo not drawn) gave ALOX12 inh -7.8%.
`CC(C)CCN1C(=O)c2ccc(-c3nc4ccccc4o3)cc2C1=O` gave ALOX12 inh -44.9%.
COc1ccc(C(=O)NC2CCCN(CCc3ccccc3)C2)c(OC)n1 (stereo not drawn) was read as ALOX12 inh -1.8%.

(continued)
For CCOc1cccc2c1Oc1nc(-c3cccc(OC(C)C)c3)[nH]c(=O)c1C2 the results were ALOX12 inh 3.5%.
CN(C(=O)CCc1ccco1)C1CCCC1 was read as ALOX12 inh 10.2%.
For COc1ccc(CC(=O)N2CCN(c3cc(-c4ccccc4)[nH]n3)CC2)cc1OC the results were ALOX12 inh 13.9%.
`CC(C)N(Cc1ccccc1)Cc1nnc2cc(-c3nc(-c4ccccc4)no3)ccn12` gave ALOX12 inh 28.8%.
`Cc1ccc2nc(C)cc(C(=O)NCc3ccc4c(c3)OCO4)c2c1` gave ALOX12 inh inconclusive.
CN1CCCC2(Cc3ccccc3CN([S+](C)(=O)[O-])C2)C1 (stereo not drawn) was read as ALOX12 inh 3.4%[6.33 µM].
CC(=O)NCCC1CCN(C(=O)Nc2ccc(C)cc2)CC1 was read as ALOX12 inh 0.2%.
`CCCNC(=O)N1[C@@H]2Cn3c(cccc3=O)[C@H]1[C@@H](C(=O)NCC(F)(F)F)[C@@H]2CO` gave ALOX12 inh inconclusive.
For COC(=O)C1=C(C)N=C2SC=C(CC(=O)N3CCCC3)N2C1c1ccccc1OC (stereo not drawn) the results were ALOX12 inh 21.1%.
Screening O=C(NCc1ccccc1)[C@H]1[C@H](CO)[C@H]2Cn3c(cccc3=O)[C@H]2N1Cc1ccccc1F returned ALOX12 inh 8.7%.
For CCC(C)NC(=O)[C@@H](NC(=O)N1CCn2c1nc1ccccc12)C(C)C (stereo partly drawn) the results were ALOX12 inh 27.4%.
`Cn1nc(-c2ccc(N3CCCCC3)c([N+](=O)[O-])c2)c2ccccc2c1=O` gave ALOX12 inh -3.2%.
Screening CCOC(=O)c1cnc2ccc(Br)cc2c1Nc1cccc([N+](=O)[O-])c1 returned ALOX12 inh -1.1%.
For C[C@@H]1CNC(=O)c2c(C(=O)N3CCN(c4ccccc4)CC3)ncn21 the results were ALOX12 inh 16.6%.
